Screens (PubChem)
Epigenetic reg = Quantitative High-Throughput Screen for Regulators of Epigenetic Control; Potency, µM (titrated, usually from 53.9 µM), without a hit: at the top dose GFP activation, most hits filed as activators; actives 0.2% (n = 280,000); murine LDR cells, GFP reporter derepression, 30 h; AID 1865, 2009; active means well fitted activation curve with a large enough effect; inconclusive means small, poorly fitted or top-dose-only effect; further: % of control where 0% means no effect; nearly all actives have a fitted effect of over 60% in size
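GFP-positive cell count by laser-scanning cytometry (objects 20–120 um) after 30 h, 37 C compound exposure of murine LDR cells; reporter is CMV-GFP integrated at a silenced locus, inducible by HDAC or DNMT inhibitors.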
Lamin A splicing = qHTS Assay for Modulators of Lamin A Splicing | Potency, µM (titrated, usually from 46.1 µM), without a hit: at the top dose ratio change, negative = inhibition, most hits filed as inhibitors | AID 1487, 2009 | HeLa LMNA splicing GFP/RFP minigene ratio, 48 h | actives 0.01% (n = 200,000); active means well fitted inhibition curve with a large enough effect in the signal ratio, with a control signal flat, not every such curve was filed as active; inconclusive means small, poorly fitted or top-dose-only effect, or effect the other way, or a change in a side signal; the % refers to the signal ratio; further: on the % scale 0 is the no-effect control and ±100 the full control effect
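S3 HeLa cells stably expressing lamin A-EGFP splicing minigene plus DsRed2, 600 cells/well, 48 h compound exposure at 37C. Laser-scanning cytometry; analysed as GFP (500-530 nm)/RFP (575-640 nm) total intensity ratio; 0.5% DMSO vehicle.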
Starred values were filed as active, the others as inactive; ? = inconclusive; [ ] = dose if it differs, or a comment. Potency means the concentration at half of the fitted maximal effect.

SMILES	Epigenetic reg	Lamin A splicing
CN1CCN(C(=O)c2cnn(-c3ccccc3)c2C2CCN(C(=O)OC(C)(C)C)CC2)CC1	-2.9%	9.2%[46 µM]
CCOC(=O)CSC1=Nc2ccccc2C2=NC(CCC(=O)NCc3ccc(F)cc3)C(=O)N12 (stereo not given)	-1.3%	8.3%[46 µM]
CCn1ccc2cc(S(=O)(=O)N3CCC(C(=O)NCC(C)c4ccccc4)CC3)ccc21 (stereo not given)	0.0%	?
COc1cccc(C(c2sc3nc(-c4ccco4)nn3c2O)N2CCC3(CC2)OCCO3)c1 (stereo not given)	-0.1%	5.9%[46 µM]
CCOc1ccc(C(=O)NCc2nc3cccnc3n2Cc2ccc(F)cc2)cc1OCC	1.4%	-10.3%[46 µM]
Cc1cc(C)c2sc(N(Cc3cccnc3)C(=O)CCS(=O)(=O)c3ccccc3)nc2c1	1.6%	?
CCCN(CCC)CCNC(=O)Cn1ncc2c([nH]c3ccc(C)cc32)c1=O	-1.3%	-2.8%[46 µM]
CN1CCN(C(CNC(=O)C(=O)Nc2ccc(F)cc2)c2cccnc2)CC1 (stereo not given)	11.3%	?
CCOC(=O)c1cnc2ccccc2c1Nc1cccc(OC)c1	0.4%	-12.1%[46 µM]
Cc1oc2c(c1C(=O)Nc1ccc(F)c(F)c1)C1=NCCN1C=N2	2.9%	-1.8%[46 µM]
CC1=C(C(=O)NCc2cccc(F)c2)C2(CCCCCC2)OC1=O	-1.2%	-7.8%[46 µM]
CCc1ccc(NC(=O)CSc2nc3c(sc4ccccc43)c(=O)n2CCCOC(C)C)cc1	14.3%	0.1%[46 µM]
CC1CCN(C(c2ccc(F)cc2)c2sc3nc(-c4ccco4)nn3c2O)CC1 (stereo not given)	1.8%	6.4%[46 µM]
Cc1c(C(=O)N2CCCCCC2)c(S(=O)(=O)Nc2cccc(C#N)c2)c(C)n1C	1.1%	7.2%[46 µM]
Cc1ccc(C(=O)O)cc1NC1(c2ccccc2)C(=O)c2ccccc2C1=O	-1.3%	4.4%[46 µM]
CC1CCCCN1S(=O)(=O)c1ccc2[nH]c(=O)cc(C(=O)NCCc3ccc(Cl)cc3)c2c1 (stereo not given)	0.1%	3.9%[46 µM]
Cc1cccc(OCC(=O)OCc2cc(=O)n3nc(C4CCCCC4)sc3n2)c1	0.8%	-5.9%[46 µM]
Cc1cccc(-c2nc(C)c(CCNC(=O)C(=O)Nc3c(C)cc(C)cc3C)s2)c1	1.1%	?
CCOC(=O)C1CCCN(C(=O)c2ccc3c(c2)sc2nc(-c4cccc(OC)c4)cn23)C1 (stereo not given)	2.5%	10.8%[46 µM]
O=C(COc1ccccc1[N+](=O)[O-])Nc1ccc(-c2nc3ccccc3s2)cc1	-3.2%	?
Cc1ccc(Nc2cc(C(=O)NC3CCCC3)c3ccccc3n2)cc1C	0.0%	14.9%[46 µM]
CCN(CC)C(=O)c1sc2c(c1C)c(=O)n(Cc1ccccc1)c(=O)n2CC(=O)Nc1ccc(OC)cc1	0.5%	-6.7%[46 µM]
COc1ccc(C(=O)NCCc2sc(-c3cccc(F)c3)nc2C)cc1	-1.7%	?
COc1ccc(N2CC(NC(=O)C3CCCC3)CC2=O)cc1OC (stereo not given)	0.7%	-5.5%[46 µM]
COc1cccc(-c2cc(C(=O)NCc3ccccc3)[nH]n2)c1	1.1%	6.2%[46 µM]
COc1ccc(CN2CCc3nc(Nc4ccccc4)ncc3C2)c(OC)c1OC	?	?
CCc1cccc(NC(=O)CSc2nnc(-c3cc4occc4n3C)n2-c2ccccc2C)c1	-1.2%	-11.3%[46 µM]
COc1ccc(CNC(=O)c2c3c(nc4ccccc24)C(=O)N(C2CCCCC2)C3)cc1	0.0%	-15.8%[46 µM]
O=C(Nc1cccc(Cl)c1)c1cc(-c2ccc3c(c2)OCCO3)on1	-0.9%	?
CCn1c(CN2CCOCC2)nc2cc(NC(=O)c3ccccc3[N+](=O)[O-])ccc21	-3.2%	-2.1%[46 µM]
COC(=O)c1ccc(OCC2c3cc(OC)c(OC)cc3CCN2C(=O)c2ccccc2F)cc1 (stereo not given)	0.6%	-15.5%[46 µM]
COC(=O)c1c(-c2cccs2)csc1NC(=O)COc1ccc(C(C)C)cc1	-3.2%	14.0%[46 µM]
CCOC(=O)c1sc2ccccc2c1S(=O)(=O)Nc1cc(OC)ccc1OC	0.0%	?
Cc1ccc(NC(=O)CN2C(=O)c3ccccc3Sc3ccc(C(=O)N4CCOCC4)cc32)c(Cl)c1	0.0%	?
COC(=O)c1ccccc1NC(=O)Cn1c(=O)n(-c2cccc(OC)c2)c(=O)c2c(C)c(C(=O)N(C)C)sc21	-1.3%	-0.5%[46 µM]
CC(C)c1ccc(NC(=O)c2cc(S(=O)(=O)NCc3ccccc3Cl)ccc2F)cc1	14.1%	?
COc1ccc(N2CCN(c3ncnc4c3cnn4C)CC2)cc1	1.5%	7.2%[46 µM]
CCOC(=O)c1ccccc1NC(=O)Cn1c(=O)n(-c2ccc(CC)cc2)c(=O)c2c(C)c(C(=O)N(C)C)sc21	1.3%	?
CC1=C(C(=O)Nc2ccccc2)C(c2cccn2C)n2ncnc2N1 (stereo not given)	-1.7%	6.5%[46 µM]
COc1cccc(Nc2cc(-c3ccccc3)nc(C)n2)c1	-3.2%	-0.9%[46 µM]
CCN(C(=O)Cn1c(=O)nc(-c2ccccc2)c2cc(Cl)ccc21)c1cccc(C)c1	-4.9%	?
COc1ccc(CNC(=O)c2ccc3c(c2)N(Cc2ccccc2C)C(=O)c2ccccc2S3=O)cc1 (stereo not given)	3.8%	3.3%[46 µM]
CSc1ccc(CCNC(=O)c2ccc3c(c2)nc2n3CCOC2)cc1	-0.1%	0.2%[46 µM]
Cc1cccn2c(=O)cc(COc3ccc(NC(=O)C(C)Oc4ccccc4)cc3)nc12 (stereo not given)	-1.4%	?
CC1CN(C(=O)N2CCC(C(=O)NCCCc3ccccc3)CC2)c2ccccc2O1 (stereo not given)	0.0%	20.3%[46 µM]
Cc1ccccc1CNC(=O)c1ccccc1NC(=O)c1nsc2ccccc12	-10.0%	?
COc1cccc(C(=O)Nc2ccc3nc(SCc4ccc(C)cc4)sc3c2)c1	-3.2%	?
CCOc1ccc(-c2cc(C(=O)Nc3ccc(NC(C)=O)cc3)no2)cc1	-0.8%	-7.0%[46 µM]

11 entries from above, ordered by number of heavy atoms, largest number first.
SMILES	Epigenetic reg	Lamin A splicing
CCOC(=O)c1ccccc1NC(=O)Cn1c(=O)n(-c2ccc(CC)cc2)c(=O)c2c(C)c(C(=O)N(C)C)sc21	1.3%	?
COC(=O)c1ccccc1NC(=O)Cn1c(=O)n(-c2cccc(OC)c2)c(=O)c2c(C)c(C(=O)N(C)C)sc21	-1.3%	-0.5%[46 µM]
COc1ccc(CNC(=O)c2ccc3c(c2)N(Cc2ccccc2C)C(=O)c2ccccc2S3=O)cc1 (stereo not given)	3.8%	3.3%[46 µM]
Cc1cccn2c(=O)cc(COc3ccc(NC(=O)C(C)Oc4ccccc4)cc3)nc12 (stereo not given)	-1.4%	?
CC1CN(C(=O)N2CCC(C(=O)NCCCc3ccccc3)CC2)c2ccccc2O1 (stereo not given)	0.0%	20.3%[46 µM]
COc1cccc(C(=O)Nc2ccc3nc(SCc4ccc(C)cc4)sc3c2)c1	-3.2%	?
CCOc1ccc(-c2cc(C(=O)Nc3ccc(NC(C)=O)cc3)no2)cc1	-0.8%	-7.0%[46 µM]
CSc1ccc(CCNC(=O)c2ccc3c(c2)nc2n3CCOC2)cc1	-0.1%	0.2%[46 µM]
CC1=C(C(=O)Nc2ccccc2)C(c2cccn2C)n2ncnc2N1 (stereo not given)	-1.7%	6.5%[46 µM]
COc1ccc(N2CCN(c3ncnc4c3cnn4C)CC2)cc1	1.5%	7.2%[46 µM]
COc1cccc(Nc2cc(-c3ccccc3)nc(C)n2)c1	-3.2%	-0.9%[46 µM]

Further results follow:
SMILES	Epigenetic reg	Lamin A splicing
COc1cccc(-n2c(SCC(=O)Nc3ccc4c(c3)OCO4)nc3c([nH]c4ccccc43)c2=O)c1	0.0%	9.2%[46 µM]
CC(=O)Nc1ccc2nc(SCCOc3cc(C)cc(C)c3)sc2c1	1.6%	?
Cc1cnc2c(c1SCC(=O)NCc1ccccc1Cl)c(=O)n(C)c(=O)n2C	1.1%	1.3%[46 µM]
Cc1ccc(C)c(N(C)S(=O)(=O)c2ccc3[nH]cc(C(=O)NC4CCCC4)c(=O)c3c2)c1	0.0%	?
Cc1ccc(NC(=O)c2cnc(SCC(=O)N3CCCc4ccccc43)n(C)c2=O)cc1C	0.8%	-6.0%[46 µM]
CCc1ccc(-c2nc(CS(=O)CC(=O)NCCc3ccc(Cl)cc3)c(C)o2)cc1 (stereo not given)	0.0%	?
CCN(CC)S(=O)(=O)c1ccc2c(c1)N(CC(=O)N1CCN(c3ccc(OC)cc3)CC1)C(=O)CO2	-1.1%	5.6%[46 µM]
COc1ccccc1CNC(=O)C1CCCN(c2nn3cc(-c4ccc(F)cc4)nc3s2)C1 (stereo not given)	?	6.6%[46 µM]
Cc1cc(Nc2cccc(C(F)(F)F)c2)nc2ccc(NC(=O)c3ccc(=O)[nH]c3)cc12	-0.4%	?
Cc1ccc(-n2ncc(C(=O)NCc3ccccn3)c2C2CCN(C(=O)OC(C)(C)C)CC2)c(C)c1	0.0%	-11.4%[46 µM]
Cc1c(C(=O)NCC(c2ccc(Cl)cc2)N2CCOCC2)oc2ccccc12 (stereo not given)	-3.2%	?
Cc1c(C(=O)Nc2ccccc2Br)oc2ccc(S(=O)(=O)N3CCCCCC3)cc12	1.9%	-8.7%[46 µM]
COc1ccc(OC)c(S(=O)(=O)NCCc2csc(-c3cccc(F)c3)n2)c1	-2.8%	-3.8%[46 µM]
O=C(Nc1ccccc1Br)c1cc(CN2CCCC2)on1	1.1%	-13.7%[46 µM]
Cc1nc(-c2cccc(F)c2)sc1CCNC(=O)c1ccc(F)c(F)c1	-1.7%	7.9%[46 µM]
COc1cccc(CNC(=O)Cn2c(=O)c3cccn3c3ccc(F)cc32)c1OC	4.2%	6.4%[46 µM]
CCOC(=O)c1cc(OC(=O)c2ccccc2Cl)n(-c2ccccc2)n1	-1.1%	-3.6%[46 µM]
O=C(Nc1nc2ccc(S(=O)(=O)N3CCCC3)cc2s1)c1cccc(F)c1	?	?
CCOc1ccccc1CNC(=O)C1CCCN(S(=O)(=O)c2ccc3c(ccn3C)c2)C1 (stereo not given)	-1.7%	-11.1%[46 µM]
CC(C)c1ccc(NC(=O)c2cc(S(=O)(=O)NCCc3ccccc3)ccc2F)cc1	?	?
Cc1ccc(Cc2nc3ccccc3nc2SCC(=O)NCc2ccccc2Cl)cc1	9.6%	-10.2%[46 µM]
Cc1c(-c2ccccc2)c(=O)oc2ccc(OC(=O)N3CCOCC3)cc12	2.7%	2.6%[46 µM]
Cn1nnnc1SCCCNCc1cc(Cl)ccc1OCc1ccc(F)cc1	-3.2%	-6.8%[46 µM]
COc1cccc(CNC(=O)c2cnc3sc(N4CCCC4)nn3c2=O)c1OC	0.0%	?
CCc1ccc(Cn2c(CNS(=O)(=O)c3ccc4c(c3)CCCC4)nc3cccnc32)cc1	1.1%	-16.4%[46 µM]
CCC(C(=O)NCc1ccc2c(c1)CCN2C(=O)c1ccc(F)cc1)c1ccccc1 (stereo not given)	0.0%	?
Cc1ccccc1-c1nc(SCC(=O)NCC2CCCO2)c2c(=O)n(C)c(=O)n(C)c2n1 (stereo not given)	-1.1%	-3.4%[46 µM]
Cc1cccc(NC(=O)c2oc3ccc(S(=O)(=O)N(C)C4CCCCC4)cc3c2C)c1C	-1.0%	-14.1%[46 µM]
O=C(Cn1ccn(-c2ccc(F)cc2)c(=O)c1=O)NCCc1ccccc1	1.4%	?
COc1ccc(Cl)cc1NC(=O)c1nn(C)c2c1CS(=O)(=O)c1ccccc1-2	0.0%	-0.3%[46 µM]
Cc1cc(C)n(C(C)CC(=O)NCc2ccc(Cl)cc2)n1 (stereo not given)	0.0%	0.3%[46 µM]
O=S(=O)(NCCc1csc2nc(-c3ccccc3)nn12)c1ccc(Cl)s1	-1.5%	?
COCCCNc1ncnc2onc(-c3ccc(F)cc3)c12	-0.2%	10.8%[46 µM]
O=C(CN1Cc2ccccc2C1=O)Nc1cc(F)ccc1F	1.2%	-4.2%[46 µM]
Cc1ccc(NC(=O)c2oc3ccc(S(=O)(=O)N4CCCCCC4)cc3c2C)cc1Cl	5.9%	8.9%[46 µM]
COc1ccc(N2CCN(c3ncnc4c3cnn4-c3ccc(F)cc3)CC2)cc1	8.0%	2.1%[46 µM]
COc1ccc(CCNC(=O)c2c[nH]n3c(=O)c(Cc4ccccc4Cl)c(C)nc23)cc1OC	1.0%	3.3%[46 µM]
CCOc1cccc2cc(-c3cn4c(n3)sc3ccccc34)c(=O)oc12	0.0%	-8.3%[46 µM]
Cc1ccc(CNC(=O)C2CCCN(c3nc4ccccc4n4cccc34)C2)cc1 (stereo not given)	0.0%	?
COc1ccccc1NC(=O)c1cc2c(=O)n(Cc3cccs3)ccc2nc1C	0.8%	-3.4%[46 µM]
O=C(NCc1ccccc1F)C1CCN(c2nn3cc(-c4ccc(F)cc4)nc3s2)CC1	-1.2%	10.7%[46 µM]
CCOc1ccc(C2C(C(=O)Nc3ccccc3)=C(C)Nc3nc(SCc4cc(C)ccc4C)nn32)cc1 (stereo not given)	-1.3%	17.4%[46 µM]

The list is partial; rates above refer to the full screens.
